Assay outcomes deposited in PubChem BioAssay by National Center for Advancing Translational Sciences (NCATS).
HepG2 viability: qHTS for Inhibitors of TGF-b: Cytotox Counterscreen | HepG2 CAGA-GFP viability, ATP luminescence, 18 h | Potency, µM (series often up to 46.1 µM), for the others: top-dose activity change, negative = cytotoxicity, most hits filed as cytotoxic | 410,000 tested, 0.76% active | AID 588856, 2011; also: some results filed as inactive show a strong effect at the top dose
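HepG2 CAGA-GFP cells (1000/well, DMEM with 1% FBS) received compound, then TGF-beta at 500 pg/mL final, and were incubated 18 hours at 37 degrees C. Viability was read by CellTiter-Glo luminescence. Media-only wells were set as complete cell-killing and DMSO as no toxicity.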
Nrf2 inh: Nrf2 qHTS screen for inhibitors. 360,000 tested, 2.1% active. Potency, µM (highest dose often 46 µM), inactives show at the highest dose activity change, negative = inhibition, usual class: inhibitors. A549 ARE-Fluc reporter, luciferase luminescence, 18-24 h; also: % is scaled to controls: 0 for no effect and ±100 for the full control effect; nearly all actives have a fitted effect of over 60% in size
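Two sequential reads on A549 ARE_Fluc cells exposed to compound for 18-24 h: a CellTiter-Fluor fluorescence read for viability, then a luciferase luminescence read for Nrf2/ARE activity.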
TGFb SMAD3 inh: qHTS for Inhibitors of TGF-b; Potency, µM (doses to about 46.1 µM), without a hit: top-dose activity, negative = inhibition, actives largely listed as inhibitors; 410,000 tested, 1.2% active; AID 588855, 2011; HepG2 CAGA-GFP TGF-b/SMAD3 reporter, GFP fluorescence, 18 h; TGF-beta stimulated, 500 pg/mL final; also: % is scaled to controls: 0 for no effect and ±100 for the full control effect; nearly all actives have a fitted effect of over 65% in size
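Read-out: total well GFP (ex488/em500-530) summed from mean per-cell fluorescence. Cells: HEPG2 CAGA-GFP, 1% FBS DMEM, 18 h at 37 degrees C with 500 pg/mL final TGF-beta. Unstimulated wells served as the full-inhibition control; stimulated DMSO wells = 0%.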
S2 tox: Viability Counterscreen for Primary qHTS for Inhibitors of ATXN expression. 400,000 tested, 0.49% active. S2 cells (HEK-293 line with an ATXN2-luciferase reporter) viability, CellTiter-Fluor protease fluorescence, 24 h. AID 651635, 2014. Potency, µM (doses to about 56.7 µM), most hits filed as cytotoxic; also: nearly all actives have a fitted effect of over 40% in size
MCF10A rereplic: A quantitative high throughput screen for small molecules that induce DNA re-replication in MCF 10a normal breast cells; MCF 10A DNA re-replication, Hoechst nuclear intensity, 48 h; Potency, µM (top dose mostly 46.1 µM), without a hit: at the top dose activity, positive = re-replication, most hits filed as activators; 350,000 tested, 2.9% active; AID 624296, 2012; also: % of control where 0% means no effect; nearly all actives have a fitted effect of over 50% in size
A549 viability: Nrf2 qHTS screen for inhibitors: counterscreen for cytotoxicity | AID 504648, 2011 | A549 ARE-Fluc cells, CellTiter-Fluor viability, 18-24 h | 390,000 tested, 0.16% active | Potency, µM (series often up to 46 µM), without a hit: at the top dose activity change, negative = cytotoxicity, actives largely listed as inhibitors; also: % is scaled to controls: 0 for no effect and ±100 for the full control effect
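A549 ARE_Fluc cells in 5% FBS OPTI-MEM were exposed to compounds in concentration-response for 18-24 h at 37 deg C. Viability was read by CellTiter-Fluor fluorescence (Ex 405/Em 525) after 30 min, before the luciferase read.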
Nrf2 ARE act: qHTS of Nrf2 Activators | AID 624171, 2012 | Potency, µM (doses to about 46.1 µM), inactives show at the highest dose activation, actives largely listed as activators | AREc32 ARE-luciferase reporter (MCF7-derived line), luminescence, 24 h | 410,000 tested, 0.31% active; also: % of control where 0% means no effect; nearly all actives have a fitted effect of over 65% in size
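Steps: seed AREc32_Fluc cells (1000/well, 5% FBS OPTI-MEM); incubate overnight at 37 deg C; add 23 nL compound; incubate 24 hr; add Steady-Glo; hold 30 min RT; read luminescence.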
EPAC2 antag: qHTS for Antagonist of cAMP-regulated guanine nucleotide exchange factor 2 (EPAC2): primary screen | Potency, µM (highest dose often 114 µM), without a hit: at the top dose activity, negative = inhibition, usual class: inhibitors | EPAC2 GEF exchange of Rap1B-BODIPY-GDP, fluorescence | 360,000 tested, 0.18% active | Rap guanine nucleotide exchange factor 4 (Homo sapiens), Q8WZA2; also: % is scaled to controls: 0 for no effect and ±100 for the full control effect; nearly all actives have a fitted effect of over 45% in size; many of its hits are not listed in these tables
Target sequence (Q8WZA2 whole entry, looked up): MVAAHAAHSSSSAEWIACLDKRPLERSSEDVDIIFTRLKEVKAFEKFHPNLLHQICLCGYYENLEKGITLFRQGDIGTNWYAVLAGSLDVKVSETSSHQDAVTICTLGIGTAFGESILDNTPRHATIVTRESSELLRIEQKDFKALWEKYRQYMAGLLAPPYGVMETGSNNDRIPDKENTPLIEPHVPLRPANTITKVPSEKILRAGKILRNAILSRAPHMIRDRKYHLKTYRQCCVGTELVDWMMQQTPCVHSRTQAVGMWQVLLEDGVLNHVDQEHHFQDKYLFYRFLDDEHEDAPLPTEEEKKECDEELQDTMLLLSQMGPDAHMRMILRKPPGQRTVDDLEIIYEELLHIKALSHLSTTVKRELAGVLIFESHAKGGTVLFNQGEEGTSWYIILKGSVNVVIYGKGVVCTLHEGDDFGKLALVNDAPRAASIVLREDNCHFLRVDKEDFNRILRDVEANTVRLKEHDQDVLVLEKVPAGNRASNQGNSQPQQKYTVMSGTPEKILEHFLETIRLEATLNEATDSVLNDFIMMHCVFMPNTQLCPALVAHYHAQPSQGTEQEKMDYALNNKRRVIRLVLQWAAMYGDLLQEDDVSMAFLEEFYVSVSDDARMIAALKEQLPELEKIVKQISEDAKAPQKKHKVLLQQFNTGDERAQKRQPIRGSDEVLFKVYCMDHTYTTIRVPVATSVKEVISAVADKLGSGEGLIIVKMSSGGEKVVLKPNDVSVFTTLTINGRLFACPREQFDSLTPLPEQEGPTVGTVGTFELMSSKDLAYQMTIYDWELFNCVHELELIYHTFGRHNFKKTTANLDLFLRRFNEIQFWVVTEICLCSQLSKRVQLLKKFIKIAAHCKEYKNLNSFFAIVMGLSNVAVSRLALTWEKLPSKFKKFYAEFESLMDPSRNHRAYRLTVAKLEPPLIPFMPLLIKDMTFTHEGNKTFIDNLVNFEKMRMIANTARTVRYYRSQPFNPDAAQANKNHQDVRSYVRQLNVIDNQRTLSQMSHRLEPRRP
ATXN2 expr inh: Primary qHTS for Inhibitors of ATXN expression; HEK-293 ATXN2-luciferase reporter, luminescence, 24 h; Potency, µM (titrated, usually from 57 µM), for inactives: at the highest dose activity change, negative = inhibition, hits mostly inhibitors; 360,000 tested, 0.72% active; also: % is scaled to controls: 0 for no effect and ±100 for the full control effect; nearly all actives have a fitted effect of over 55% in size
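qHTS (up to 57 uM final) was run with 24 h compound exposure of reporter cells at 37 °C. Each well was multiplexed: SteadyGlo luminescence measured ATXN2-luciferase expression after a fluorogenic Gly-Phe-AFC viability readout (25 uM final).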
The depositor's hits bear a star; i = inactive; ? = inconclusive; nt = no result given; & = joins results of further samples; [ ] = dose if it differs, or a comment. Calls follow the shape of the dose curve; as a rule, active = well fitted curve in the direction sought with a large enough effect; inconclusive = small, poorly fitted or top-dose-only effect, or another doubt; inactive = no such curve, though single readings can be large; an effect the other way counts as inactive or inconclusive. Potency is read from the fitted curve at half-maximal effect.

SMILES	HepG2 viability	Nrf2 inh	TGFb SMAD3 inh	S2 tox	MCF10A rereplic	A549 viability	Nrf2 ARE act	EPAC2 antag	ATXN2 expr inh
CCCC(=O)Nc1nc(C)c(-c2csc(Nc3ccccc3C)n2)s1	-44%	-4%	5%	i	0%	-5%	0.0%	-4%	5%
CC(=O)c1ccc(N(C(=O)CNC(=O)c2ccco2)C(C(=O)NC2CCCC2)c2ccco2)cc1 (configuration not stated)	-19%	-1%	-7%	i	0%	-1%	0.1%	6%	-20%
COc1ccc2nc(C)cc(N3CCN(S(=O)(=O)c4ccccc4F)CC3)c2c1	-45%	-7%	-20%	i	4%	-6%	0.5%	-18%	-37%
Cc1nc(NC(=O)c2cc(-n3cnnc3)ccc2Cl)ccc1Br	-2%	-4%	-7%	i	?	18%	-0.6%	-7%	-4%
O=C(CCc1nc(-c2ccc(F)cc2)no1)Nc1cccc(C(=O)NC2CC2)c1	-22%	5%	-9%	i	13%	-4%	8.9%	-5%	-20%
c1cc2c(cc1Nc1nc(-c3ccc4c(c3)OCO4)cs1)OCCO2	-24%	29%	14%	i	8%	11%	2.3%	-4%	50%[activator]
CS(=O)(=O)N(C(=O)NC(=O)NC1CCS(=O)(=O)C1)C1CCCCC1 (configuration not stated)	-53%	7%	8%	i	-5%	-9%	-0.1%	-3%	6%
CCCCn1c(O)c2n(c1=O)Cc1ccccc1N=C2c1ccc(OC)cc1	-26%	nt	-26%	i	nt	nt	10%	3%	0%
CC(C)(Oc1ccc(Br)cc1)C(=O)N1CCc2ccccc21	-9%	?	0%	i	?	3%	-0.4%	-7%	-8%
COc1cccc(/C=C2\C=C(c3ccc(C)cc3)OC2=O)c1OC(C)=O	4%	1%	2%	i	18%	1%	0.0%	-24%	23%
CCN(CC)S(=O)(=O)c1ccc(/C=C/C(=O)OCC(=O)NCc2cccs2)cc1	-6%	-3%	7%	i	?	-1%	0.6%	2%	nt
Cc1csc(NC(=O)CSc2nnc(C)c(=O)n2N)n1	-2%	4%	-1%	i	0%	-1%	0.0%	13%	3%
Cc1ccc(CC2CC(=O)N(c3ccc(C)cc3)C2=O)cc1 (configuration not stated)	-3%	-6%	1%	i	12%	-1%	-0.3%	7%	4%
CCN(C(=O)CSc1nnc(COc2ccccc2F)n1N)C1CCS(=O)(=O)C1 (configuration not stated)	-1%	13%	-3%	i	2%	-5%	0.3%	3%	12%
COc1ccc(S(=O)(=O)Nc2cccc3ccccc23)cc1	0%	10%	-13%	nt	nt	2%	nt	nt	nt
COc1ccccc1OCc1nnc(SCC(=O)NCc2ccco2)n1Cc1ccco1	1%	1%	-1%	i	3%	-3%	0.9%	0%	1%
COc1ccc(CC(NC(C)=O)C(=O)NC2CCN(c3c4c(nc5ncnn35)CCC4)CC2)cc1 (configuration not stated)	-10%	3%	-9%	i	5%	0%	-0.5%	9%	1%
Cc1[nH]c2ccccc2c1C(=O)CNc1nccs1	-2%	18%	-25%	i	-2%	-10%	-0.4%	5%	-6%
Cc1nnc(N(C)C(=O)c2ccncc2)s1	10%	-3%	25%	i	?	-2%	-0.3%	-14%	nt
COc1ccc(CN2C(=O)c3ccccc3C2=O)cc1C(=O)Nc1ccc(C)cc1C	1%	2%	0%	i	0%	0%	-0.8%	4%	-13%
CCn1cc(C(=O)NCCC(=O)OC)c(=O)c2cc3c(cc21)OCO3	-3%	7%	0%	i	-5%	0%	-0.5%	?	4%
CN1CCCN(C(=O)c2cc3c(s2)CCCC3)CC1	-27%	5%	-4%	i	?	6%	0.4%	-1%	5%
CC(C)(CCc1ccccn1)C(=O)C(CCc1ccccn1)CCc1ccccn1	1%	-5%	-12%	i	0%	-14%	-0.7%	2%	4%
COc1ccc(S(=O)(=O)N2CCN(C(=O)[C@@H]3CCC(=O)N3C3OC(=O)c4ccccc43)CC2)cc1 (some centres not stated)	-9%	7%	2%	i	5%	-4%	0.0%	-2%	0%
CC(C)N1CCC(NC(=O)Nc2ccccc2)CC1	32%	3%	29%	i	4%	0%	-0.2%	17%	-9%
(next part)
SMILES	HepG2 viability	Nrf2 inh	TGFb SMAD3 inh	S2 tox	MCF10A rereplic	A549 viability	Nrf2 ARE act	EPAC2 antag	ATXN2 expr inh
Cc1cccc(C)c1OCC(=O)Nc1cccc(S(=O)(=O)N2CCCCCC2)c1	0%	nt	?	i	nt	nt	-0.2%	-6%	nt
Cc1ccc(C(=O)NC(=S)Nc2ccccc2C)cc1	7%	?	7%	?	6%	1%	0.8%	-17%	20%
COc1ccc(CC(C)NS(=O)(=O)c2ccc3c(c2)CCN3S(C)(=O)=O)cc1OC (configuration not stated)	3%&-26%	-14%&-1%	0%&-1%	i	0%	3%&8%	-0.2%&0.1%	1%	-18%&-9%
Cc1nn(C)c(C)c1NC(=O)CCl	-30%	-2%	2%	?	-5%	-15%	?	15%	27%
COc1ccc(NC(=O)Nc2ccc(OC)cc2)cc1	15%	?	3%	i	-4%	9%	0.2%	-1%	30%
COCCN1C[C@@H](CO)O[C@@H](n2cnc3c(NCC(C)C)ncnc32)C1	-11%	nt	2%	i	nt	nt	-0.4%	0%	-2%
Cc1cc2[nH]c(=O)c(=O)[nH]c2cc1S(=O)(=O)Nc1ccccc1F	-5%	5%	0%	i	-12%	2%	0.2%	-23%	1%
O=C(CCN1CCCC1=O)NC1CCCc2c1cnn2-c1ccccc1F (configuration not stated)	-8%	19%	-6%	i	-3%	9%	-0.6%	8%	-3%
O=C(Cn1cc([N+](=O)[O-])cn1)N1CCN(c2ccccc2)CC1	0%	0%	-7%	i	-5%	4%	-0.6%	-4%	-16%
O=C(COC(=O)CCN1C(=O)c2ccccc2C1=O)Nc1ccccc1[N+](=O)[O-]	-1%	12%	-1%	i	?	6%	-0.5%	-10%	-5%
COc1ccccc1N(C1=NCCCS1)S(=O)(=O)c1ccc(C(C)(C)C)cc1	-3%	?	3%	i	1%	10%	0.1%	-15%	-20%
CCOC(=O)c1cc(CC)sc1NC(=O)CN1C(=O)C(=O)N(CC(C)C)C1=O	-15%	-1%	2%	i	?	1%	-0.5%	-2%	-1%
CN(c1ccccc1C(=O)Nc1ccc(S(=O)(=O)N2CCOCC2)cc1)S(=O)(=O)c1ccccc1	-19%	-16%	-8%	i	-3%	-1%	-0.5%	-3%	6%
Cc1cccc(Cn2c(Cc3ccccc3)nc3ccccc32)c1	-85%&9%	?	-11%&4%	?	24%	-5%&2%	4.0%&-0.2%	-13%	-1%&-5%
N#Cc1ccccc1NC(=O)CN1CCN(c2ccccn2)CC1	-3%	7%	1%	i	13%	1%	-0.3%	0%	-27%
CCOc1cccc(C(=O)N(Cc2ccc(F)cc2)C2CCS(=O)(=O)C2)c1 (configuration not stated)	9%	-7%	-8%	i	0%	2%	-0.2%	-1%	5%
CN(CC(=O)Nc1cccc(F)c1)CC(=O)Nc1cccc(S(=O)(=O)N2CCCCCC2)c1	-40%	?	?	?	16%	-4%	-0.7%	-14%	nt
O=[N+]([O-])c1cc(-c2cccnc2)n[nH]1	-2%	-20%	-6%	i	-8%	-6%	-1.3%	0%	8%
C[C@H]1CN([C@@H](C)CO)C(=O)CCCn2cc(nn2)CO[C@@H]1CN(C)C(=O)Cc1ccccc1	-1%	nt	?	i	nt	nt	2.4%	-5%	-4%
COc1ccccc1C(=O)N/N=C/C(C)=C/c1ccccc1	19%	24%	3%	i	-2%	-8%	4.5%	-1%	34%[activator]
Cc1ccc2ccc(C(Nc3cccc(C(F)(F)F)c3)c3cccnc3)c(O)c2n1 (configuration not stated)	-1%	3%	-15%	i	-3%	0%	-0.9%	-23%	nt
Cc1cccc(NC(=O)COC(=O)CSc2ccccc2)c1C	-5%	2%	10%	i	0%	-2%	0.2%	-8%	nt
COc1ccc(/C=C/C(=O)c2ccc(OC)cc2O)cc1	-32%	?	-1%	i	?	7%	?	16%	-27%
Cc1cc(C)c(C#N)c(SC(C(=O)NC(C)(C)C)c2ccccc2)n1 (configuration not stated)	5%	-9%	3%	i	1%	1%	0.2%	-1%	-19%
Cc1ccc(CSc2ncc(Cl)c(C(=O)Oc3ccccc3F)n2)cc1	-6%	-3%	-2%	nt	nt	-2%	0.1%	nt	nt
Going on with the list.
SMILES	HepG2 viability	Nrf2 inh	TGFb SMAD3 inh	S2 tox	MCF10A rereplic	A549 viability	Nrf2 ARE act	EPAC2 antag	ATXN2 expr inh
COc1ccc(N2CCN(S(=O)(=O)CCNC(=O)COc3ccccc3C)CC2)cc1	-5%	-1%	3%	i	9%	2%	0.4%	2%	-1%
O=C(Nc1ccc(N2CCCCC2)cc1)c1ccccc1	-34%	?	-3%	i	-8%	-2%	-1.3%	6%	?
CCOc1ccc(-c2cc(-c3nc(-c4cc(OC)c(OC)c(OC)c4)no3)[nH]n2)cc1	-35%	?	-7%	nt	nt	20%	2.4%	nt	nt
COc1ccc(CCNC(=O)c2ccc(OCC(=O)N3CCOCC3)c(OC)c2)cc1OC	-31%	10%	?	i	2%	-1%	0.4%	-5%	2%
O=S(=O)(c1ccc(NC(=S)NN=C2CCCCC2)cc1)N1CCOCC1	-5%	-26%	-2%	i	-6%	1%	0.5%	-1%	-4%
CCCn1c(C2CCCN2c2nc(C)cs2)nc2cc(Cl)c(Cl)cc21 (configuration not stated)	-6%	15%	?	i	10%	7%	5.9%	0%	-29%

2 records picked at random from those above:
SMILES	HepG2 viability	Nrf2 inh	TGFb SMAD3 inh	S2 tox	MCF10A rereplic	A549 viability	Nrf2 ARE act	EPAC2 antag	ATXN2 expr inh
CCOc1ccc(-c2cc(-c3nc(-c4cc(OC)c(OC)c(OC)c4)no3)[nH]n2)cc1	-35%	?	-7%	nt	nt	20%	2.4%	nt	nt
O=S(=O)(c1ccc(NC(=S)NN=C2CCCCC2)cc1)N1CCOCC1	-5%	-26%	-2%	i	-6%	1%	0.5%	-1%	-4%

An excerpt; the hit share may differ from the screen's.
